aSyn 5UTR inh – 5' untranslated region of α-synuclein, MLPCN primary screen; alpha-synuclein 5'UTR reporter, inhibitor activity; inhibition, % (tested at 7.5 µM); 300,000 compounds, 0.82% hits; AID 1813; in the data active = inhibition above about 60%;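 also: H4 neuroglioblastoma cells stably carrying SNCA 5'UTR luciferase fusion; 0% = DMSO wells and 100% = positive control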
AI-2 QS mod – modulates the Vibrio harveyi AI-2 quorum sensing system. AID 2094. Vibrio harveyi JMH597 AI-2 luminescence/OD600 ratio, 9 h; hits give low values; strain lacks LuxN and CqsS sensors; 0 = neutral-control median. 300,000 compounds, 0.4% hits. activity change, % at 7.5 µM; in the data active = activity change below about -75%, passing the limit was not always enough;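 also: luminescence divided by OD600 gain over 9 h not by final OD600 alone; inactives centre near 13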
HSF1 inh – HSF1 inhibition | NIH3T3-HGL HSE-luciferase, MG132-induced, luminescence 8 h; hits give low values | activity change, negative = inhibition, % at 7.5 µM (by protocol) | 300,000 compounds, 0.77% hits;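 active = more than half of replicate wells show activity change below -50%, luminescence cut by over half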;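 also: luciferase reports HSF-1 transcriptional activity via heat shock element; 0% = median of DMSO wells and -100% = zero luminescence signal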
HSF1 activator – increases HSF-1 driven luciferase reporter signal | 300,000 compounds, 1.7% hits | activation, % at 9 µM | NIH3T3-HGL HSF-1 luciferase reporter, MG132, 8 h; 100% = twice DMSO control signal | AID 504408;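 active = mean replicate activation of at least 50% with a set share of replicates each reaching 50%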;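 also: 0% = median of the neutral control wells and 100% = twice that signal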
GSK3A inh – inhibitors of human GSK-3 alpha kinase | ADP-Glo luminescence, 60 min | 320,000 compounds, 0.1% hits | AID 2650 | inhibition, % at 10 µM;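 in the data active = inhibition above about 50%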;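 also: GST-tagged GSK-3 alpha with peptide substrate and 25 µM ATP; 0% = DMSO neutral wells and 100% = GW8510 positive control wells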
Target sequence (P49840 whole entry, looked up): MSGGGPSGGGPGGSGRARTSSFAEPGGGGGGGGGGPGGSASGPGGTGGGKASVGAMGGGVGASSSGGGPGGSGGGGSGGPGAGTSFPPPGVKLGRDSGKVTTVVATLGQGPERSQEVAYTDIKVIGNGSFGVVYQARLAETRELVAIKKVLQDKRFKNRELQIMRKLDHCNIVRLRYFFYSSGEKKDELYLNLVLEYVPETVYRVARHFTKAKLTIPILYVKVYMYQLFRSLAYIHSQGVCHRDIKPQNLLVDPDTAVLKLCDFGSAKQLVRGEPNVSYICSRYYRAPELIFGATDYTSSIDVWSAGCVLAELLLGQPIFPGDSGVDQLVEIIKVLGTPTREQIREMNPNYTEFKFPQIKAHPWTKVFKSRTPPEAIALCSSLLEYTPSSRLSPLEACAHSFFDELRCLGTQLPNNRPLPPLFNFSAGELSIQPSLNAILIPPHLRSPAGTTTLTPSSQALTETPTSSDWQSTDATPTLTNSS
HIF activator – HIF pathway transcriptional activation; U2OS HRE-luciferase reporter, luminescence; normalized: DMSO 0%, desferrioxamine 100%; activation, % at 7.5 µM (by protocol); 300,000 compounds, 0.32% hits;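 active = mean activation of at least 10% of the iron chelator positive control signal, with at least half of replicates also reaching 10%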
IEC-6 tox – counter-screen for KLF5 inhibitors: cytotoxicity in IEC-6 cells. 290,000 compounds, 0.78% hits. IEC-6 cytotoxicity, luminescence viability. inhibition, % at 5 µM. AID 1825; in the data active = inhibition above about 22%;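 also: 0% = plate median of test compound wells and 100% = cytotoxic reference compound wells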
KLF5 inh – inhibitors of KLF5 expression. 290,000 compounds, 0.23% hits. inhibition, % at 5 µM. DLD-1 KLF5 promoter-luciferase reporter, luminescence;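 active = inhibition above a per-plate limit of that plate's mean compound inhibition plus 3 SD, cut at about 60% in these data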;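 also: 0% = DMSO wells and 100% = LY294002 at 200 µM; higher means less KLF5 promoter-driven luciferase light; inactives centre near -14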
GSK3beta inhib – blocks human GSK3beta kinase activity. P49841. GST-GSK3beta kinase, ADP-Glo luminescence, 60 min; hits give low values. activity score (negative = inhibition), % at 10 µM. 300,000 compounds, 0.038% hits. AID 2097;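 active = more than half of replicate wells score below -50%, meaning over 50% inhibition versus plate controls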;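 also: 0% = median DMSO wells and -100% = median GW8510 positive control wells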
Target sequence (P49841 whole entry, looked up): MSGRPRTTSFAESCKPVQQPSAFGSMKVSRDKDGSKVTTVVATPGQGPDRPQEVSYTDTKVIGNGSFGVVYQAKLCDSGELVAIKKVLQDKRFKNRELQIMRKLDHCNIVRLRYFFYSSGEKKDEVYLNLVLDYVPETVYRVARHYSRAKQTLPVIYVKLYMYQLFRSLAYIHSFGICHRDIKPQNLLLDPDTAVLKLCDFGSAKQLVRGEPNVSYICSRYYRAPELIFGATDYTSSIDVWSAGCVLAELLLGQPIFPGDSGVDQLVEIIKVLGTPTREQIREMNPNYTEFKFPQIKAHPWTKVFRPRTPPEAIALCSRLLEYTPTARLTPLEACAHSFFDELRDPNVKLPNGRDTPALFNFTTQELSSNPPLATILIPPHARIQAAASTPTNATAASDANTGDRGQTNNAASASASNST
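Test system: GST-tagged human GSK3beta kinase, cell-free; evaluation: activity score scaled between in-plate DMSO and GW8510 controls; measured by: ADP-Glo luminescence; incubation: 60 min reaction, RT; benchmarks: DMSO and 20 µM GW8510; reagent: peptide substrate plus 25 µM ATP (final); medium: Tris/MgCl2 kinase buffer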
HSP90 refold inh – HSP90 refolding inhibition in rabbit reticulocyte lysate | luciferase refolding luminescence, 3 h | inhibition, % at 5.6 µM | 290,000 compounds, 0.91% hits | AID 1789;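 active = inhibition above the screen-wide mean plus 3 SD, computed separately per campaign, cut at about 16% in these data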;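 also: 0% = DMSO wells and 100% = 60 µM geldanamycin wells; inhibitors lower the luminescence because luciferase stays unfolded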
An asterisk follows results filed as active; . = no result given.

The line under a structure holds: aSyn 5UTR inh | AI-2 QS mod | HSF1 inh | HSF1 activator | GSK3A inh | HIF activator | IEC-6 tox | KLF5 inh | GSK3beta inhib | HSP90 refold inh
Cc1nc(NC(=O)C2CCCC2)sc1Cc1ccc2c(c1)OCO2
→ -57 | 6 | 16 | 36 | 3 | 2.0 | -2 | -17 | -4 | -1
COC(=O)N/N=C(C)\C=C\c1ccco1
→ -6 | 2 | -2 | 6 | 1 | -0.3 | 0 | -18 | 1 | 4
COc1ccc(C(=O)NC(=S)Nc2nnn(C)n2)cc1
→ -55 | 4 | -9 | 8 | -2 | -37 | -3 | -23 | 7 | 2
COc1ccc(S(=O)(=O)N2CCN(C(c3ccccc3)c3ccccc3)CC2)cc1NC(C)=O
→ -22 | 29 | -1 | 0 | -1 | -0.2 | -3 | 0 | 1 | 1
CN(C)NC1CC(=O)N(c2ccccc2)C1=O (stereo unspecified)
→ -6 | 27 | -9 | -15 | -3 | 0.0 | -7 | 5 | 4 | -1
O=C(NCc1cccs1)C(=O)c1cn(CC(=O)N2CCCC2)c2ccccc12
→ . | -10 | . | . | -1 | . | -3 | -17 | -25 | 2
O=C1C2CCCN2C(=O)N1CCN1CCN(CCO)CC1 (stereo unspecified)
→ 14 | 36 | 0 | 4 | 2 | -0.6 | 4 | -31 | 0 | 0
Cc1ccc(CCNC(=O)CS(=O)Cc2nc(-c3ccccc3Cl)oc2C)cc1 (stereo unspecified)
→ 11 | -4 | 10 | 22 | -1 | 0.4 | -4 | -28 | 1 | -3
O=C(NC(Cc1c[nH]c2ccccc12)C(=O)O)c1ccc(F)cc1 (stereo unspecified)
→ -2 | 22 | -4 | 9 | -3 | -0.2 | -4 | -9 | 6 | 1
Nc1nc(CCl)nc(Nc2ccc3ccccc3c2)n1
→ 23 | 3 | 80 | 111* | . | 0.0 | 47* | -59 | 10 | 1
O=C(CSc1nnc(-c2ccncc2)s1)Nc1ccc(Cl)c(C(=O)O)c1
→ 4 | 6 | -5 | -7 | 20 | 0.2 | -4 | 19 | -14 | 1
COc1cccc(OCC(=O)Nc2ccccc2-c2ccccc2)c1
→ 21 | 18 | . | . | 0 | 0.1 | -5 | -38 | -1 | -1
C/C(=N\NC(=O)CCCNc1ccc(C)cc1)c1ccccn1
→ 78* | 24 | -12 | -3 | -4 | 0.4 | 2 | -30 | 2 | -2
Cc1cccc(NC(=O)c2ccc(S(=O)(=O)N3CC(C)OC(C)C3)cc2)n1 (stereo unspecified)
→ 3 | 9 | -1 | -8 | -1 | -0.8 | . | . | -1 | .
N#Cc1ccc(C(c2nnnn2Cc2ccccc2)N2CCCC2)cc1 (stereo unspecified)
→ 17 | -3 | -2 | 14 | -2 | 1.0 | -6 | 8 | 0 | 1
COc1ccc(-n2c(Cc3cc(=O)[nH]c(=O)[nH]3)nnc2SCc2ccccc2)cc1
→ -26 | -13 | -3 | 15 | 6 | . | 2 | -23 | -1 | 2
O=C(CCCOc1ccccc1)N1CCN(c2ccc(F)cc2)CC1
→ . | 1 | . | . | -3 | . | 1 | -38 | 1 | 2
CC1CC(NC(=O)N(C)C)N(C)C(=O)N1 (stereo unspecified)
→ 6 | 14 | -3 | 17 | 1 | -0.2 | 2 | -6 | 3 | 1
O=C(CNC(=O)c1ccccc1Br)N/N=C/c1cccnc1
→ -16 | 18 | 7 | 33 | -2 | 0.2 | 2 | -22 | -1 | -2
COc1cccc(N2CC(C(=O)Nc3nnc(SCC(=O)Nc4cc(C)on4)s3)CC2=O)c1 (stereo unspecified)
→ -17 | -7 | 1 | 0 | 0 | 0.1 | -6 | -4 | 3 | -4
O=C(Nc1nnc(SCc2ccc(Cl)cc2Cl)s1)C1COc2ccccc2O1 (stereo unspecified)
→ 24 | 6 | 0 | 20 | 3 | -0.1 | 5 | -28 | 3 | -2
COc1ccc(C(C)C)cc1S(=O)(=O)Nc1ncn[nH]1
→ -6 | . | 1 | 24 | -4 | -0.8 | 5 | -16 | . | 4
CC(c1nnc(SCC(=O)Nc2cc([N+](=O)[O-])ccc2F)n1Cc1ccccc1)N(C)C (stereo unspecified)
→ -10 | 37 | -1 | -1 | -2 | -1.3 | -4 | -5 | 0 | -1
O=[N+]([O-])c1ccc(-c2cn(-c3ccccc3F)c(=S)[nH]2)cc1
→ -94 | 12 | 36 | 60* | -1 | 2.3 | 3 | -16 | -1 | 3
O=C(NC(=S)NC(=O)c1ccccc1F)c1ccccc1F
→ -58 | 16 | -4 | -5 | -2 | 0.4 | -1 | -10 | -1 | -2
CN(Cc1cccnc1)C(=O)c1ccc2nc(Cc3ccccc3F)oc2c1
→ -61 | -57 | 17 | 18 | 0 | 1.6 | 5 | -98 | 1 | -1
C=CCOc1cccc(C(=O)N2CCCC(CCC(=O)NCc3ccccc3F)C2)c1 (stereo unspecified)
→ -5 | 10 | 2 | 26 | 0 | -0.1 | -2 | -10 | 2 | 0
O=C(O)CCn1nc(-c2ccc(F)cc2)cc(Cc2ccccc2)c1=O
→ 6 | 18 | -3 | 11 | -5 | -1.9 | 2 | -25 | 3 | -3
O=C(CSc1nnc(-c2ccncc2)n1CC1CCCO1)Nc1ccccc1Cl (stereo unspecified)
→ 20 | 28 | 3 | -5 | 4 | 0.1 | -8 | 10 | -4 | -3
O=[N+]([O-])c1ccccc1Oc1ccc(Cl)c2cccnc12
→ 27 | 4 | -3 | 0 | 1 | -0.7 | 10 | -18 | 1 | 0
COc1ccc(CNC(=O)C2(c3ccc(Cl)cc3)CC2)cc1
→ -25 | 8 | -7 | 5 | . | 0.1 | -9 | -8 | 0 | -4
Cc1cc(C)cc(OCC(=O)NCc2cc(C)nc3ccccc23)c1
→ 13 | 13 | -7 | -15 | -5 | 0.3 | 6 | -13 | 3 | 4
S=C(NCCc1cccc(Cl)c1)NCc1ccccc1
→ . | -35 | . | . | . | . | 8 | -60 | -8 | -3
COc1ccccc1N1CCN(C(=O)c2cc3n(n2)C(C(F)(F)F)CC(c2ccco2)N3)CC1 (stereo unspecified)
→ 26 | 12 | 1 | 17 | -1 | -0.6 | 6 | 16 | -2 | -2
CCn1c(SCc2nc3ccccc3c(=O)[nH]2)nnc1C(C)NC(=O)c1ccccc1F (stereo unspecified)
→ 10 | 9 | 6 | 8 | -3 | 1.3 | -5 | -15 | 3 | -8
O=C(N(c1ccccc1)c1ccccc1)N(c1ccccc1)c1ccccc1
→ 7 | 12 | 12 | . | -2 | -0.9 | -2 | -14 | 1 | 8
CC(=O)Nc1ccc(NC(=O)C(C)OC(=O)c2ccc3[nH]c(C)c(C)c3c2)cc1 (stereo unspecified)
→ 12 | 5 | -2 | -4 | -3 | -1.7 | . | . | 7 | .
O=C(NCCc1cccc(C(F)(F)F)c1)C1CCC(=O)N(CCc2cccc(F)c2)C1 (stereo unspecified)
→ -4 | 3 | 10 | 17 | -1 | 0.1 | -4 | -4 | 2 | -3
COc1ccc(CSCC(=O)N/N=C/c2ccc(OCC(=O)N3CCCCC3)cc2)cc1
→ 12 | 32 | 4 | -11 | 0 | 0.0 | 2 | -36 | 0 | 2
O=C(Nc1ccc2oc(-c3ccccc3)nc2c1)c1ccco1
→ -156 | 15 | 35 | 86* | -3 | 1.5 | -9 | -130 | 3 | 0
CCCOc1ccc(Cn2cnc3ccccc32)cc1
→ . | . | . | . | -2 | . | -6 | -10 | . | 4
CCn1c(N2CCN(C(=O)Nc3ccc(F)cc3)CC2)nc2ccccc21
→ -7 | 24 | 3 | 14 | 6 | -0.2 | 1 | -13 | -7 | -5
CC(=O)c1ccc(C(=O)NC2CCCN(Cc3ccccc3F)C2)s1 (stereo unspecified)
→ 7 | 38 | -3 | 2 | 2 | -0.2 | 2 | 1 | -1 | 4
COc1ccc(C(=O)NCC(=O)Nc2ccccc2)cc1OC
→ -12 | 27 | -4 | -6 | 20 | 0.2 | 6 | -14 | 1 | -6
O=C(NNC(=S)Nc1ccccc1)NNC(=S)Nc1ccccc1
→ -14 | 14 | -2 | 9 | -1 | 0.3 | 2 | -3 | -2 | -2
O=C(C1CCN(S(=O)(=O)c2ccc3c(c2)OCCO3)CC1)N1CCc2ccccc21
→ 27 | 9 | 0 | -7 | -6 | -2.0 | -1 | 5 | 0 | -1
CC(=O)N1c2c(cc(Br)cc2S(=O)(=O)N2CCN(C(=O)c3ccco3)CC2)CC1C (stereo unspecified)
→ 6 | 12 | 7 | 7 | 1 | 0.3 | -5 | -3 | -2 | 3
CCCCCNC(=O)CC1Nc2c3ccccc3nc(=S)n2C1=O (stereo unspecified)
→ 9 | 8 | 2 | 3 | -2 | 0.4 | -4 | -33 | 2 | 4
CN(C)CCN(C(=O)C1=COCCO1)c1nc2ccc(Cl)cc2s1
→ -43 | 24 | -1 | 6 | 6 | 2.7 | -5 | -39 | 1 | 5
O=C(NCC(c1ccco1)N1CCc2ccccc21)C(=O)Nc1ccc(F)cc1F (stereo unspecified)
→ -7 | 16 | -7 | -1 | -1 | 2.0 | . | . | 1 | .
COc1cc(C(=O)NC2CC(C)(C)NC(C)(C)C2)cc(OC)c1OC
→ 3 | 10 | 4 | 3 | 0 | 0.0 | 4 | -30 | 1 | -1
CN(C)CC(CCCCC(CN(C)C)C(=O)c1ccccc1)C(=O)c1ccccc1 (stereo unspecified)
→ 2 | 3 | -7 | 1 | . | -0.4 | 2 | -34 | 8 | 1
CN1CCN(c2cc(C(F)(F)F)nc(-c3ccccn3)n2)CC1
→ 10 | 6 | 1 | 12 | 0 | -0.2 | 5 | -15 | 1 | 2
CCc1ccc(NC(=O)CCn2ccnc2C)cc1
→ -4 | 13 | -7 | 7 | -2 | 0.0 | 1 | -38 | 2 | 3
Cc1occc1C(=O)n1cnc2ccccc21
→ -3 | 8 | -1 | -10 | -3 | 0.6 | -3 | -10 | -1 | -1
Cn1c(=O)c2c(ncn2CC(=O)N/N=C/c2c[nH]c3ccccc23)n(C)c1=O
→ -4 | 25 | -1 | -15 | -7 | -0.7 | 7 | -1 | 3 | 13

In a second layout: results already given
Molecule: O=C(NCC(c1ccco1)N1CCc2ccccc21)C(=O)Nc1ccc(F)cc1F (stereo unspecified)
  aSyn 5UTR inh: -7 | AI-2 QS mod: 16 | HSF1 inh: -7 | HSF1 activator: -1 | GSK3A inh: -1 | HIF activator: 2.0 | IEC-6 tox: . | KLF5 inh: . | GSK3beta inhib: 1 | HSP90 refold inh: .

Molecule: CC(=O)N1c2c(cc(Br)cc2S(=O)(=O)N2CCN(C(=O)c3ccco3)CC2)CC1C (stereo unspecified)
  aSyn 5UTR inh: 6 | AI-2 QS mod: 12 | HSF1 inh: 7 | HSF1 activator: 7 | GSK3A inh: 1 | HIF activator: 0.3 | IEC-6 tox: -5 | KLF5 inh: -3 | GSK3beta inhib: -2 | HSP90 refold inh: 3

Molecule: CN1CCN(c2cc(C(F)(F)F)nc(-c3ccccn3)n2)CC1
  aSyn 5UTR inh: 10 | AI-2 QS mod: 6 | HSF1 inh: 1 | HSF1 activator: 12 | GSK3A inh: 0 | HIF activator: -0.2 | IEC-6 tox: 5 | KLF5 inh: -15 | GSK3beta inhib: 1 | HSP90 refold inh: 2
